Rpn11 block = inhibitors of human proteasome Rpn11 | human 26S proteasome, Ub4-pepOG fluorescence polarization; 20S core pre-blocked with epoxomicin | 360,000 tested, 0.59% active | calls only at 20 µM;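 active = inhibition at 20 µM, scaled to each plate's controls, above about 33%, limit read from the data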
Neddylation inh = blocks human cullin neddylation; P61081+Q13564; TR-FRET cullin neddylation, biochemical; calls only at 25 µM; 360,000 tested, 0.58% active; in the data active = inhibition above about 36%
DNMT1 inh = DNMT1 (human) enzyme inhibition; P26358; DNMT1 molecular beacon, Hinp1I cleavage, fluorescence; inhibition (reported as % activation of signal), % at 10 µM; 360,000 tested, 0.83% active; in the data active = inhibition above about 50%
Rin1-Abl PPI inh = human Rin1-Abl interaction inhibition | P00519+Q13671 | TR-FRET Rin1/Abl binding, biochemical | inhibition, % at 7.35 µM | 360,000 tested, 0.4% active | AID 588664; in the data active = inhibition above about 5%, passing the limit was not always enough
CSN deneddyl inh = inhibitors of human CSN-mediated cullin deneddylation. AID 651999. Q92905. 360,000 tested, 0.38% active. Purified CSN, SCF-Nedd8-OG deneddylation, fluorescence polarization. inhibition, % at 12.5 µM;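 active = pattern-corrected inhibition above about 35%, with an unprinted fluorescence ratio check between 0.5 and 1.5, limit read from the data, passing the limit was not always enough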;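 note: 0% = enzyme with substrate and 100% = substrate without enzyme; some results filed as inactive read as strong as hits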
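Assay system: HEK293T-derived human Csn5 enzyme; quantity: 0.24 nM enzyme; medium: Tris/NaCl/DTT buffer, pH 7.5; also added: substrate SCFSkp2-Nedd8OG, 10 nM; doses: 12.5 µM compound; schedule: 90 min reaction at room temperature; signal: FP; read-out: % inhibition of substrate cleavage by Csn5; benchmarks: substrate-only high control, full reaction low control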
LMPTP block = blocks human LMPTP phosphatase | recombinant LMPTP-A, OMFP fluorogenic substrate, fluorescence intensity | inhibition, % at 20 µM | 360,000 tested, 0.22% active | AID 651560;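 active = compounds that cut the enzyme signal by at least half of the control window in the single-dose screen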;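 note: plate controls were DMSO wells with enzyme plus substrate for no effect and substrate without enzyme for full effect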
Target sequence (P24666 whole entry, looked up): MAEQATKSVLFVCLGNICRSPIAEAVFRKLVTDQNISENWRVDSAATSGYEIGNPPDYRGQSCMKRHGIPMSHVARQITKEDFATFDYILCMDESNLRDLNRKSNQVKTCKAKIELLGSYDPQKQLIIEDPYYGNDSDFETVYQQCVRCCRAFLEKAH
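material = LMPTP-A | quantity = 0.625 nM enzyme | reagent = OMFP substrate, 400 µM final | buffer or medium = Bis-Tris pH 6.0, DTT, detergent | detection = endpoint fluorescence intensity from OMFP dephosphorylation | dosing = single 20 µM dose | read-out basis = % inhibition relative to no-enzyme and uninhibited control wells | control set = no-enzyme and uninhibited controls | timing = 50 min at room temperature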
NadD block = inhibitors of Staphylococcus aureus NadD; purified NadD enzyme, colorimetric absorbance read-out; inhibition, % at 20 µM; 360,000 tested, 0.78% active; AID 602399; in the data active = inhibition above about 26%; note: some compounds past the cut are filed as inactive
Scp1 inh = blocks human Scp-1 phosphatase activity. Q9GZU7. Recombinant Scp1, phosphopeptide, malachite green phosphate absorbance. inhibition, % at 20 µM. 340,000 tested, 0.88% active;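 active = inhibition above about 50% at 20 µM, limit read from the data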;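 note: plate controls were DMSO wells with enzyme for no effect and wells lacking enzyme for full effect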
Target sequence (Q9GZU7 76-261 limits assumed): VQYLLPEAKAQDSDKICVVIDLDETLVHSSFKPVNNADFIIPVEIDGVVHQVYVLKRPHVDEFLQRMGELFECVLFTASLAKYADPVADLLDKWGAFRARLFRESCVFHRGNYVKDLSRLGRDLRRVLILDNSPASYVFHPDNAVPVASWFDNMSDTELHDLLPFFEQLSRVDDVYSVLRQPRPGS
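Material – SCP-1 phosphatase catalytic domain, residues 76-261 · Buffer or medium – Acidic Tris acetate buffer with magnesium and detergent · Also added – Phospho 17-mer peptide substrate · Compound – single 20 µM dose, 1% DMSO · Times – 45 min room-temperature reaction, 5 min colour, 30 min stabiliser · Technique – Phosphate-binding colour reagent, absorbance read at 630 nm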
STEP inh = inhibitors of human striatal-enriched phosphatase STEP | P54829 | recombinant STEP, OMFP fluorogenic substrate, fluorescence | inhibition, % at 20 µM | 360,000 tested, 0.25% active | AID 588621;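 active = inhibition at 20 µM, scaled per plate between control wells, above about 37%, limit read from the data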;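 note: 0% = DMSO with enzyme and substrate and 100% = substrate only without enzyme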
Target sequence (P54829 whole entry, looked up): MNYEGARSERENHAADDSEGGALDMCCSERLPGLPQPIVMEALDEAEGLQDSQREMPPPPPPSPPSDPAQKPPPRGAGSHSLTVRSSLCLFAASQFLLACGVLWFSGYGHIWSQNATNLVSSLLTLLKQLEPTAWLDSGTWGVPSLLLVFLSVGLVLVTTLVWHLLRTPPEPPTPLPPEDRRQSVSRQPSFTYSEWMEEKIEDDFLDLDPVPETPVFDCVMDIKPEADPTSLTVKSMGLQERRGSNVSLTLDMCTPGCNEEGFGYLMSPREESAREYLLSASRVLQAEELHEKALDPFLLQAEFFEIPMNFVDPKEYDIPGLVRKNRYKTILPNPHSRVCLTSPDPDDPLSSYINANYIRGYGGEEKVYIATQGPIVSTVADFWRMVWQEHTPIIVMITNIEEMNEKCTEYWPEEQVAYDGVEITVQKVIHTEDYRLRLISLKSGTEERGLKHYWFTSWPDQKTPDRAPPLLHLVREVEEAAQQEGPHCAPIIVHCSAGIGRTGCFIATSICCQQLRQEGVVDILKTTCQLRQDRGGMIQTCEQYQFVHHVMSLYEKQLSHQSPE
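Assay system: isolated STEP enzyme. Buffer or medium: pH 6.0 Bis-Tris with DTT and Tween 20. Also added: fluorogenic phosphatase substrate OMFP at 25 µM final. Dosing: 20 µM, 1% DMSO. Timing: 20 min reaction, room temperature, in the dark. Measured by: fluorescence intensity, excitation 480 nm, emission 540 nm. Evaluation: normalized % inhibition.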
SUMO1-SIM PPI = alters human SUMO1 binding to SIM partners; P63165; SUMO1 binding to a labelled peptide, TR-FRET, 1 h; inhibition, % at 20 µM; 360,000 tested, 0.33% active; AID 602429; in the data active = inhibition above about 37%
Target sequence (P63165 whole entry, looked up): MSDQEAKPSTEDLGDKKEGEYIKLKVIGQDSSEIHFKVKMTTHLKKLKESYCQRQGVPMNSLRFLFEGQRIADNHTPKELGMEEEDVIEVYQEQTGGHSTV
Active calls of the source: *; i = inactive; nt = not tested or not shown.

SMILES	Rpn11 block	Neddylation inh	DNMT1 inh	Rin1-Abl PPI inh	CSN deneddyl inh	LMPTP block	NadD block	Scp1 inh	STEP inh	SUMO1-SIM PPI
Cc1ccc(S(=O)(=O)c2c(N)n(CC3CCOC3)c3nc4ccccc4nc23)cc1 (configuration not stated)	i	nt	-14.2	0.9	3.8	1.5	3.7	-1.3	-3.2	-0.2
O=C(COC(=O)c1cccs1)c1ccc2c(c1)OCCO2	i	i	3.9	-3.6	-0.6	-0.2	-13.2	-13.0	1.3	0.5
O=C(CCC(=O)N1CCSc2ccccc21)NCCc1ccccc1	i	i	-0.1	-0.4	0.0	-1.8	-8.4	1.5	-3.6	0.5
O=C1CC(N2CCCN(C3CC(=O)N(c4ccc(F)cc4)C3=O)CC2)C(=O)N1c1ccc(F)cc1 (configuration not stated)	i	i	2.5	-1.3	-7.7	-1.9	6.7	0.3	-0.7	-6.3
CC(C)C[C@H](NC(=O)c1nc[nH]c1C(=O)N1CCN(c2ccccc2)CC1)C(=O)OCc1ccccc1	i	i	1.7	4.5	7.0	0.2	13.3	-1.0	-0.6	3.6
O=C1NC[C@H](CCCCN2CCN(CCc3ccccc3)C(=O)C2=O)N(CCc2ccc(O)cc2)C1=O	nt	i	nt	nt	-0.9	-2.4	2.5	nt	nt	-1.2
O=S(=O)(O)CCN1CCOCC1	i	i	0.3	-1.4	2.4	-1.4	3.9	-5.6	3.2	-1.0
COc1ccc(CN(C)C(=O)CSc2nnc(C3CC3)n2C2CC2)cc1	i	i	-1.4	3.0	-0.3	-0.2	0.5	3.9	-2.0	-0.1
Cc1c(C(=O)c2ccc(F)cc2)c2ccccn2c1CCc1ccccn1	i	i	-3.4	-6.5	-21.5	1.4	-0.2	-8.7	-0.2	-13.3
O=C(Nc1c(-c2ccc(Cl)cc2)[nH][nH]c1=O)c1ccc(Br)cc1	i	i	-20.7	3.0	-1.6	2.3	3.0	nt	2.3	4.8
O=C(O)c1cc([N+](=O)[O-])ccc1NCc1ccccc1	i	i	2.3	-1.8	-2.8	0.1	-4.6	1.8	0.9	-4.0
COc1ccc(OCC(=O)Nc2ccc3c(c2)nc(CCN2CCC(C)CC2)n3C)cc1	i	i	-2.6	1.8	1.9	26.7	-7.7	-8.0	8.7	2.7
Cc1ccnc(Sc2ccc([N+](=O)[O-])cc2[N+](=O)[O-])n1	i	i	11.4	-4.4	1.9	-1.2	-3.3	-2.5	1.3	-25.6
O=C1NN=C(c2ccccc2)CC1c1ccc(Cl)cc1Cl (configuration not stated)	i	i	1.0	-3.1	1.8	0.7	-5.6	-2.5	-0.2	0.8
O=C(O)CCCNC(=O)/C(=C\c1ccccc1F)NC(=O)c1ccccc1	i	i	2.2	1.9	-4.4	-0.2	-4.5	0.4	-2.3	0.2
CCOc1ccc(-n2c(SCC(=O)OC)nc3sc4c(c3c2=O)CCN(C)C4)cc1	i	i	-0.6	-0.9	0.8	2.5	-4.5	2.2	-1.9	-11.2
COc1ccccc1NS(=O)(=O)c1ccc(C(=O)NCC(c2ccco2)N(C)C)cc1 (configuration not stated)	i	i	2.6	1.1	-1.8	-2.0	-4.2	-3.6	-3.4	6.2
CCOC(=O)[C@]12CCCC=C1N(Cc1ccco1)C(=O)[C@H](CC(=O)NCc1ccc(OC)c(OC)c1)C2	nt	i	nt	nt	-4.0	-1.0	-4.3	nt	nt	4.9
COC(=O)C1CCN(C(=O)COC(=O)c2cc([N+](=O)[O-])ccc2N2CCOCC2)CC1	i	i	1.8	-0.8	-2.3	-0.5	2.9	-4.6	2.1	-33.3
CCCN(CC(=O)Nc1ccccc1C)C(=O)c1ccc(N2CCCCC2)c([N+](=O)[O-])c1	i	i	-5.9	-1.5	0.2	0.5	-1.4	-6.2	0.7	-25.0
CC(C)CCn1c(N)c(S(=O)(=O)c2cccs2)c2nc3ccccc3nc21	i	nt	-27.2	1.8	3.7	4.0	14.5	3.1	2.2	6.3
O=C(c1ccccc1)c1c[nH]c(C(=O)NCc2cccnc2)c1	i	i	7.6	1.3	0.9	-1.5	-0.7	-11.2	3.4	1.0
COc1ccc(C)cc1S(=O)(=O)N1CCN(c2cccc(C(F)(F)F)c2)CC1	i	i	-4.9	2.5	3.9	5.1	3.5	-4.8	1.1	-0.4
O=C(O)COc1cccc(NC(=O)C2CCCO2)c1 (configuration not stated)	i	i	0.6	-1.6	4.3	-1.6	-1.9	-12.7	-1.8	-2.0
CN1CCN(NC(=O)COc2cccc(C(F)(F)F)c2)CC1	i	i	0.8	1.4	1.0	-4.6	1.9	0.6	-6.2	4.0

Next section:
SMILES	Rpn11 block	Neddylation inh	DNMT1 inh	Rin1-Abl PPI inh	CSN deneddyl inh	LMPTP block	NadD block	Scp1 inh	STEP inh	SUMO1-SIM PPI
CNC(=O)c1c(C)[nH]c(=S)c(C#N)c1-c1ccco1	i	i	0.5	-3.5	-3.5	-0.7	-1.8	8.6	1.0	-7.5
Cc1ccccc1C(=O)N1CCC(C(=O)NC2CCCC2)CC1	i	i	2.1	-0.6	-2.7	-2.3	-2.3	-6.4	-2.2	2.9
CCOC(=O)C1=C(c2ccccc2)NC(SCC(=O)NC2CCCCC2)=C(C#N)C1c1ccco1 (configuration not stated)	i	i	-1.3	0.3	-1.7	2.2	6.5	-7.2	-1.8	-1.4
COc1ccc(CNC(=O)CN(C)S(=O)(=O)c2ccccc2)cc1	i	i	5.2	-2.1	-2.3	0.0	-6.4	-3.9	-2.7	-0.4
Cc1ccc(S(=O)(=O)N2C[C@H]3N(C(=O)OC(C)C)N(C(=O)OC(C)C)C[C@H](OC(=O)NCc4ccco4)[C@@]3(O)C2)cc1	i	i	4.4	0.8	3.0	-0.4	-2.6	nt	3.5	4.8
CNC(=S)Nc1ccc([N+](=O)[O-])cc1C	i	i	-2.8	1.0	1.2	0.6	-5.2	-4.7	6.2	-12.5
COc1cccc(NC(=O)[C@@H]2CCC(=O)N2C2OC(=O)c3ccccc32)c1 (some centres not stated)	i	i	4.6	-3.1	4.5	-0.9	-3.8	-1.3	-2.7	4.6
Cc1nn(C2CCS(=O)(=O)C2)c2nc(C3CC3)cc(C(=O)Nc3ccc(C(N)=O)cc3)c12 (configuration not stated)	i	i	1.2	3.6	0.9	-0.2	-2.4	1.8	1.1	7.9
O=C(N/N=C/c1ccnc2ccccc12)c1ccccc1O	i	i	1.9	-3.2	-4.0	0.9	1.0	-5.7	4.5	-25.1
C=C(C)C(=O)OCC(O)COc1ccc(C(C)(C)c2ccc(OCC(O)COC(=O)C(=C)C)cc2)cc1 (configuration not stated)	i	i	-29.5	-1.2	-1.7	1.4	-5.8	-13.9	-4.2	-5.8
O=C(c1cc(-c2ccncc2)nc2ccccc12)N1CCCC(C(F)(F)F)C1 (configuration not stated)	i	i	1.3	-0.8	1.6	-0.7	2.3	nt	-1.8	-4.4
Cc1ccc(C(=O)Nc2ccc(C(=O)O)cc2)cc1S(=O)(=O)NCc1ccccc1	i	i	9.7	1.0	1.6	0.5	-4.6	-8.9	2.2	2.1
O=C(CCCC(=O)N1CCc2ccccc21)N1CCc2ccccc21	i	i	2.0	-0.1	0.9	-0.3	5.0	-4.8	1.4	-3.2
CCOC(=O)c1cc(-c2ccc(C)cc2)n(CCC(=O)N2CCN(c3ccccn3)CC2)c1C	i	i	-4.8	-0.2	2.9	2.9	2.9	-4.4	4.6	8.0
CCOC(=O)CNC(=O)c1c2c(nc3ccccc13)CCCC2	i	i	-3.4	3.2	2.8	0.6	0.2	0.4	0.2	-5.4
CCCCCC(=O)N1C[C@H](n2cc(-c3ccc(F)cc3)nn2)[C@@H](O)C[C@@H]1c1ccc(OC)cc1	i	i	-6.6	-2.7	2.2	0.0	-3.2	nt	0.7	3.4
CCCCN(Cc1ccccc1)C(=O)c1cnc2n(c1=O)CCS2	i	i	1.9	1.6	-1.5	-0.9	8.9	-3.3	-2.0	-2.8
S=C1NCN(Cc2cccnc2)CN1	i	i	-1.1	-2.1	-1.6	-1.8	-3.4	-8.9	-2.6	4.3
COc1ccc(CNC(=O)Nc2nnc([C@@H]3C[C@H](O)[C@@H](CO)O3)s2)cc1	i	i	1.5	-4.7	2.7	-0.4	-10.0	nt	0.6	-2.4
O=C(NCCCCc1ccccc1)c1cccc(NC(=O)C2CCC2)c1	i	i	-4.3	-3.4	-2.9	0.0	-1.4	1.0	-0.7	2.6
CC(=O)c1cccc(NC(=O)N[C@@H](CC(C)C)C(=O)O)c1	i	i	2.8	-1.7	2.1	-0.7	7.5	2.2	-3.7	0.9

An excerpt from above in order of molecular weight, high to low.
SMILES	Rpn11 block	Neddylation inh	DNMT1 inh	Rin1-Abl PPI inh	CSN deneddyl inh	LMPTP block	NadD block	Scp1 inh	STEP inh	SUMO1-SIM PPI
C=C(C)C(=O)OCC(O)COc1ccc(C(C)(C)c2ccc(OCC(O)COC(=O)C(=C)C)cc2)cc1 (configuration not stated)	i	i	-29.5	-1.2	-1.7	1.4	-5.8	-13.9	-4.2	-5.8
O=C1NC[C@H](CCCCN2CCN(CCc3ccccc3)C(=O)C2=O)N(CCc2ccc(O)cc2)C1=O	nt	i	nt	nt	-0.9	-2.4	2.5	nt	nt	-1.2
CCOc1ccc(-n2c(SCC(=O)OC)nc3sc4c(c3c2=O)CCN(C)C4)cc1	i	i	-0.6	-0.9	0.8	2.5	-4.5	2.2	-1.9	-11.2
COc1ccccc1NS(=O)(=O)c1ccc(C(=O)NCC(c2ccco2)N(C)C)cc1 (configuration not stated)	i	i	2.6	1.1	-1.8	-2.0	-4.2	-3.6	-3.4	6.2
COc1ccc(OCC(=O)Nc2ccc3c(c2)nc(CCN2CCC(C)CC2)n3C)cc1	i	i	-2.6	1.8	1.9	26.7	-7.7	-8.0	8.7	2.7
COc1ccc(C)cc1S(=O)(=O)N1CCN(c2cccc(C(F)(F)F)c2)CC1	i	i	-4.9	2.5	3.9	5.1	3.5	-4.8	1.1	-0.4
COc1ccc(CN(C)C(=O)CSc2nnc(C3CC3)n2C2CC2)cc1	i	i	-1.4	3.0	-0.3	-0.2	0.5	3.9	-2.0	-0.1
O=C(c1ccccc1)c1c[nH]c(C(=O)NCc2cccnc2)c1	i	i	7.6	1.3	0.9	-1.5	-0.7	-11.2	3.4	1.0
CNC(=S)Nc1ccc([N+](=O)[O-])cc1C	i	i	-2.8	1.0	1.2	0.6	-5.2	-4.7	6.2	-12.5
S=C1NCN(Cc2cccnc2)CN1	i	i	-1.1	-2.1	-1.6	-1.8	-3.4	-8.9	-2.6	4.3

High-throughput results from PubChem BioAssay.
